UbGFP stabilizer: Ubiquitin-GFP Assay; Ubiquitin-GFP reporter cells, proteasome inhibition, GFP fluorescence; response scale: untreated = 0%, 10 µM MG-132 = 100%; Potency, µM (top dose mostly 45.9 µM), without a hit: at the highest dose activation (GFP accumulation), most hits filed as activators; 67,000 tested, under 10 active; AID 526, 2006; active means well fitted activation curve with a large enough effect, not every such curve was filed as active; inconclusive means small, poorly fitted or top-dose-only effect, or another doubt; inactive means no such curve, though single readings can be large or run the other way; further: potency means the concentration at half of the fitted maximal effect
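Proteasome block read as GFP accumulation: ubiquitin(G76V)-GFP U2OS cells exposed to compound (2.9 nM–46 uM) for 4 hr at 37 C. Normalization used untreated cells as 0% and 10 uM MG-132 as 100%; concentration-response curves fitted.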
HBB splice mod: qHTS Assay for Modulators of Hemoglobin Beta Chain Splicing; HBB splicing reporter cell assay, activation; EGFP reporter with mutant IVS2-654 intron; response scale: normalised to 500 nM splice-correcting PNA; Potency, µM (doses to about 46.1 µM), for inactives: top-dose activation, actives largely listed as activators; hit rate 0.06% among 65,000; AID 925, 2007; further: potency means the concentration at half of the fitted maximal effect; 0% is about no effect
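Compounds were applied for 2 days to HeLa EGFP-654 cells, 500/well in Optimem with 2% FCS. The reporter's EGFP is disrupted by mis-splicing of beta-globin intron IVS2-654. Readout: summed well GFP fluorescence from 488 nm laser scanning; reference was 500 nM antisense […] 654 PNA.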
Rhodamine fluor: qHTS Assay for Spectroscopic Profiling in Rhodamine Spectral Region; Rhodamine-region fluorescence, 547/598 nm, Tris buffer; stronger effect = higher value; max dye-equivalent concentration, M; hit rate 0.05% among 59,000; in the data active means max dye-equivalent concentration above about 11 nM; inconclusive means between about 1.1 nM and that limit
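Compounds in 100 mM Tris buffer, pH 8.0, were incubated 15 min at room temperature, then read at 547 nm excitation and 598 nm emission. Fluorescence was normalized against a per-plate six-point rhodamine standard curve as dye-equivalent concentration.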
4MU fluor: qHTS Assay for Spectroscopic Profiling in 4-MU Spectral Region | max dye-equivalent concentration, M | hit rate 11% among 59,000 | compound autofluorescence, 340/450 nm, 4-MU equivalents; stronger effect = higher value; in the data active means max dye-equivalent concentration above about 10 nM; inconclusive means mostly about 1.1 nM to 9.6 nM
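Compounds in 100 mM Tris, pH 8.0, incubated 15 min at room temperature, then fluorescence read at 340 nm excitation/450 nm emission. Signal converted to 4-MU dye-equivalent concentration using an on-plate six-point 4-MU standard curve.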
Hsp90 Hop PPI: qHTS Assay for Disrupters of an Hsp90 Co-Chaperone Interaction; Potency, µM (doses to about 57 µM), for inactives: top-dose activity change, negative = inhibition; AlphaScreen TPR2A-His6 binding biotin-Hsp90 C-terminal peptide; hit rate 0.44% among 71,000; Hsp90 C-terminal peptide / TPR2A (Hop) interaction, human; active means well fitted curve in either direction with a large enough effect; inconclusive means small, poorly fitted or top-dose-only effect, or another doubt; further: potency means the concentration at half of the fitted maximal effect; on the % scale 0 is the no-effect control and ±100 the full control effect; many of its hits are not listed in these tables
HADH2 inhib: qHTS Assay for Inhibitors of HADH2 (Hydroxyacyl-Coenzyme A Dehydrogenase, Type II) | Potency, µM (titrated, usually from 57.1 µM), for the others: top-dose activity change, negative = inhibition, most hits filed as inhibitors | hit rate 3.4% among 73,000 | 3-hydroxyacyl-CoA dehydrogenase type-2 (Homo sapiens), Q99714 | recombinant HADH2, NADH fluorescence, beta-hydroxybutyryl-CoA; further: potency means the concentration at half of the fitted maximal effect; on the % scale 0 is the no-effect control and ±100 the full control effect; nearly all actives have a fitted effect of over 60% in size; many of its hits are not listed in these tables
Target sequence (Q99714 whole entry, looked up, one chain of several): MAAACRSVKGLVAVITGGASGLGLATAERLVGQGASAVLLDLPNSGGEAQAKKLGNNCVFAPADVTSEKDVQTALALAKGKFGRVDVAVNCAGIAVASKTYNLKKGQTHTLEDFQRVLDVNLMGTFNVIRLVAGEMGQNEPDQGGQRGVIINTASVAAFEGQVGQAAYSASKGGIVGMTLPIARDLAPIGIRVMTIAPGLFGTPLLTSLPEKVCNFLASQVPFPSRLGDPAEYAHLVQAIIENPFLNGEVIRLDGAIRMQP
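Read-out: 360 nm excitation, 450 nm emission, kinetic over 4 min. Conditions: His-tagged human HADH2 20 nM, pH 9.0 Tris with Tween-20, 1 mM NAD+, 90 uM beta-hydroxybutyryl-CoA.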
DNA Pol III inh: qHTS Assay for Inhibitors of DNA Polymerase III Holoenzyme System; AID 603, 2007; Potency, µM (top dose mostly 57.1 µM), for the others: at the top dose activity change, negative = inhibition; reconstituted DNA polymerase III holoenzyme replication, biochemical; hit rate 0.25% among 71,000; further: potency means the concentration at half of the fitted maximal effect; on the % scale 0 is the no-effect control and ±100 the full control effect
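Reconstituted *E. coli* holoenzyme (0.35 nM Pol III, 1 nM beta, 154 nM SSB, 2 nM primase) was preincubated with compound for 15 min at RT. Synthesis on 1.4 nM ssM13Gori ran 35 min, then was stopped with PicoGreen/EDTA and read as dsDNA fluorescence.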
GFP derepression: qHTS Assay for Epigenetic Modulators | mouse C127i GFP locus derepression, cytometry, 30 h | hit rate 0.09% among 68,000 | AID 597, 2007 | Potency, µM (top dose mostly 46.1 µM), for inactives: top-dose GFP derepression (activation); further: % of control where 0% means no effect
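Locus derepression in mouse mammary C127i cells whose integrated CMV-GFP reporter is normally silent; GFP expression after 30 h compound treatment was quantified by counting fluorescent cells.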
Fluorescein autfl: qHTS Assay for Spectroscopic Profiling in Fluorescein Spectral Region | AID 593, 2007 | hit rate 0.91% among 59,000 | Compound autofluorescence, 480/540 nm, fluorescein-equivalent; stronger effect = higher value | max fluorescein-equivalent concentration, M; in the data active means max fluorescein-equivalent concentration above about 10 nM; inconclusive means between about 1.1 nM and that limit
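First, buffer (100 mM Tris, pH 8.0) dispensed; second, compounds and fluorescein standards pinned in; third, 15 min room-temperature incubation; finally, imaging at ex 480 nm/em 540 nm. Fluorescence normalized against the six-point fluorescein curve.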
Texas Red fluor: qHTS Assay for Spectroscopic Profiling in Texas Red Spectral Region | max dye-equivalent concentration, M | hit rate 0.06% among 59,000 | Compound fluorescence, Texas Red channel, 547/618 nm; stronger effect = higher value | AID 587, 2007; in the data active means max dye-equivalent concentration above about 10 nM; inconclusive means between about 1.1 nM and that limit
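Compound titrations in 100 mM Tris pH 8.0 were incubated 15 min at room temperature and read at 547 nm excitation / 618 nm emission. Texas Red six-point standard curve on each plate converted fluorescence to dye-equivalent concentration.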
15-hLO inh: qHTS Assay for Inhibitors of 15-hLO (15-human lipoxygenase) | Polyunsaturated fatty acid lipoxygenase ALOX15 (Homo sapiens), P16050 | purified 15hLO-1, xylenol orange hydroperoxide absorbance | Potency, µM (top dose mostly 57.1 µM), without a hit: top-dose activity change, negative = inhibition, hits mostly inhibitors | hit rate 1.4% among 74,000; further: potency means the concentration at half of the fitted maximal effect; on the % scale 0 is the no-effect control and ±100 the full control effect; nearly all actives have a fitted effect of over 55% in size
Target sequence (P16050 whole entry, looked up): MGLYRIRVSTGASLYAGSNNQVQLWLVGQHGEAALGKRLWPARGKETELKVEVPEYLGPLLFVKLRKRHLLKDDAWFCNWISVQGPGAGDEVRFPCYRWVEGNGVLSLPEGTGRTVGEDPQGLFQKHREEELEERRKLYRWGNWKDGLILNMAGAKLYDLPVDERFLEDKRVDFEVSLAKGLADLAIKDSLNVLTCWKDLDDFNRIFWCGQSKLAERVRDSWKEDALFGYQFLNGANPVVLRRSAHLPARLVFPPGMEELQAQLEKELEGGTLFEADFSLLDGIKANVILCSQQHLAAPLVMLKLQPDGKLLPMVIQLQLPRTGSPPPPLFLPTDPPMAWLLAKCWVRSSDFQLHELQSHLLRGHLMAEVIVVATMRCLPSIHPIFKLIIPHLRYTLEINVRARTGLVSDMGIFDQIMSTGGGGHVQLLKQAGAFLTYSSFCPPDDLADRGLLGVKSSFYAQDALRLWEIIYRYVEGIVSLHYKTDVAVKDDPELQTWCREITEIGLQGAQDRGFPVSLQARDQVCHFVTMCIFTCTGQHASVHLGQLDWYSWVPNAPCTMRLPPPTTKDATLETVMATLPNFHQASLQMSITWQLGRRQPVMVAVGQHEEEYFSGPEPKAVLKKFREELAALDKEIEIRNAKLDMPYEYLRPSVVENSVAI
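Purified human 15hLO-1 (40 nM) in 25 mM Hepes pH 7.5, 0.01% Triton X-100, preincubated 15 min RT with compound, then 50 uM arachidonic acid for 6 min. Hydroperoxide read by ferrous/xylenol orange, 30 min; 573/405 nm absorbance ratio gave progress.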
* hit, by the source's call; i = inactive; ? = inconclusive; . = not tested or not shown; [ ] = remark or other dose. Unless noted, the call rests on the fitted dose curve; in most records, active means well fitted curve in the direction sought with a large enough effect; inconclusive means small, poorly fitted or top-dose-only effect, or another doubt; inactive means no such curve, though single readings can be large; an effect the other way counts as inactive or inconclusive.

Under each structure – UbGFP stabilizer, HBB splice mod, Rhodamine fluor, 4MU fluor, Hsp90 Hop PPI, HADH2 inhib, DNA Pol III inh, GFP derepression, Fluorescein autfl, Texas Red fluor, 15-hLO inh
> N#CC1=C(N)C(C#N)(C#N)C2(CCC3(CC2)OCCO3)C2CC3(CC=C12)OCCO3 (stereo unspecified)
→ 2%, 4.5%[57.5 µM], i, ?, -6%, -13%, -3%, 4%, i, ?, 2%
> Nc1c(Sc2ccccc2)c(=O)[nH]c(=O)n1Cc1ccccc1
→ 4%, -2.3%, i, i, -2%, 1%, -5%, 0%, ?, i, -1%
> COc1ccccc1CNC(=O)N[C@@H](Cc1ccccc1)C(=O)O
→ 4%, -0.2%[57.5 µM], i, ?, -2%, 9%, -7%, 2%, i, ?, 3%
> O=C(c1cccc(F)c1)N1CCC2(CC1)CN(c1ccccn1)C2
→ 4%, 0.2%, i, i, -1%, 42%, 3%, -4%[9.22 µM], i, i, -2%
> Cc1cccc(NC(=O)CC2NC3CCCCC3NC2=O)c1 (stereo unspecified)
→ 0%, ., i, i, -2%, 13%, -2%, -1%, i, i, -4%
> CCNS(=O)(=O)c1ccc2nc(NC(=O)c3cccnc3)sc2c1
→ -5%, 6.4%, i, i, 0%, -18%, -8%, 3%, i, i, -9%
> O=C(C1CCC(CNS(=O)(=O)c2cccs2)CC1)N1CCCCC1 (stereo unspecified)
→ 11%, -1.5%, i, i, -5%, 8%, 5%, 2%, i, i, -11%
> O=C(c1noc2c1CCCC2)N1CCN(c2ccccc2)CC1
→ -5%, 0.0%, i, i, 1%, 4%, 8%, 2%, i, i, -2%
> CSCCC(CO)NC(=O)OCc1ccccc1 (stereo unspecified)
→ ., ., i, i, ., ., ., -3%[20.6 µM], i, i, .
> COc1ccc2nccc(C(=O)O)c2c1
→ -8%[20.5 µM], -1.8%[20.6 µM], i, ?, -2%[26 µM], 11%[25.6 µM], 4%[25.6 µM], 9%[20.6 µM], ?, i, 2%[25.6 µM]

The list continues.
Under each structure – UbGFP stabilizer, HBB splice mod, Rhodamine fluor, 4MU fluor, Hsp90 Hop PPI, HADH2 inhib, DNA Pol III inh, GFP derepression, Fluorescein autfl, Texas Red fluor, 15-hLO inh
> CCNc1nc(NC(C)(C)C)nc(N(CC)n2cnnc2)n1
→ 5%, 2.4%, i, i, -6%, -2%, 1%, -1%, ?, i, 5%
> COC(=O)c1ccsc1NC(=O)CSc1nnnn1-c1ccccc1SC
→ 12%, 1.9%, i, i, ?, 20%, -2%, 0%, i, i, -4%
> OC[C@H]1O[C@@H](n2cnc3c(Nc4ccccc4)ncnc32)[C@H](O)[C@@H]1O
→ ., ., i, i, ., ., ., -2%[20.6 µM], i, i, .
> COc1ccc(OC)c(NC(=O)C2CCN(c3nc(C)cc(C)n3)CC2)c1
→ 4%, -0.5%, i, i, -2%, 2%, -2%, -1%, i, i, -5%
> N#Cc1c2n(c3c(=O)n(Cc4ccc(Cl)cc4)cnc13)CCCC2
→ -7%, -0.5%, ., ., 1%, 3%, -5%, -4%, ., ., 1%
> C=CCn1c(COc2ccc(CC)cc2)nnc1SCC(=O)N(C)C1CCS(=O)(=O)C1 (stereo unspecified)
→ -1%, -6.9%, i, i, 3%, 29%, 0%, -1%, ?, i, ?
> COc1ccc(C2c3c(oc4ccccc4c3=O)C(=O)N2c2ccc(C)cn2)cc1OC (stereo unspecified)
→ 9%, -0.5%, ., ., -9%, 4%, 0%, 0%, ., ., 1%
> CCOC(=O)c1ccc(Oc2cc(C)nc(SC)n2)cc1
→ 21%[9.17 µM], -3.7%[0.0738 µM], ., ., 2%[11 µM], -2%[11.4 µM], 1%[11.4 µM], 2%, ., ., -15%[11.4 µM]
> COc1cccc(C=NCCNC(=O)c2nonc2N)c1O
→ ., ., i, i, ., ., ., 0%[20.6 µM], i, ?, .
> O=C(c1ccccc1-c1ccccc1)N1CCOCC1
→ -8%, -0.6%, i, i, -1%, -6%, -4%, -1%, i, i, 7%

Going on with the list.
Under each structure – UbGFP stabilizer, HBB splice mod, Rhodamine fluor, 4MU fluor, Hsp90 Hop PPI, HADH2 inhib, DNA Pol III inh, GFP derepression, Fluorescein autfl, Texas Red fluor, 15-hLO inh
> COc1ccc(C2C(C(=O)N3CCOCC3)=C(C)NC3=C2C(=O)CC(C)(C)C3)cc1O (stereo unspecified)
→ -1%, 5.5%, i, 9.4e-08M*, -4%, -1%, -4%, 1%, ?, i, 6%
> COc1ccc2c(c1OC)C(=O)NC(C)=C(C(=O)OC(C)(C)C)C2O (stereo unspecified)
→ -5%, 2.5%, i, i, 6%, -18%, -11%, 2%, ?, i, 4%
> Cc1cccc(NC(=O)C2CCCN2S(=O)(=O)c2cccc3cccnc23)c1 (stereo unspecified)
→ 24%, -0.2%, ., ., 0%, 1%, 0%, 0%, ., ., -3%
> CCOc1cc(NC(=O)C2CCCO2)c(OCC)cc1NC(=O)C1CC1 (stereo unspecified)
→ -3%, ., i, i, -2%, -6%, -2%, 1%, i, ?, 9%
> CC(c1ccccc1)C1C(C#N)=C(N)OC2=C1C(=O)CC(C)(C)C2 (stereo unspecified)
→ 11%, -0.6%, ., ., -2%, 2%, -6%, 12%, ., ., 6%
> Cc1cc2nnc(SC3CCOC3=O)n2c2ccccc12 (stereo unspecified)
→ 1%, -1.4%, i, ?, -5%, 17%, -6%, 0%, ?, i, -10%
> COC(=O)c1ccccc1NC(=O)N1CCN(C/C=C/c2ccccc2)CC1
→ -3%, -0.3%, i, i, -1%, 5%, -4%, 2%, i, ?, -6%
> O=C(NCCCN1CCOCC1)c1ccc(Br)cc1
→ -2%[9.17 µM], -1.2%[0.0738 µM], ., ., -4%[11 µM], 3%[11.4 µM], -4%[11.4 µM], -3%, ., ., -6%[11.4 µM]
> CCCSc1nnc(Cn2c(=O)sc3ccccc32)n1C
→ 10%, -0.6%, ., ., -2%[2.3 µM], -2%, -2%, ., ., ., -3%
> COc1ccc(S(=O)(=O)Nc2cccc(C)n2)c2ccccc12
→ 6%, -0.1%, i, i, -5%, -2%, -4%, 3%, ?, i, -13%
> COc1cccc(-c2nnn(CC(=O)Nc3ccc(C)cc3C)n2)c1OC
→ -2%, ., i, i, 0%, 9%, -7%, -6%, i, ?, -2%
> CC(C)NCC[C@@H](O)c1cc2ccccc2o1
→ -4%[9.17 µM], 2.7%[9.22 µM], i, i, -1%[11 µM], 10%[11.4 µM], -16%[11.4 µM], 10%[9.22 µM], i, i, 5%[11.4 µM]

Ordered by SMILES length (lowest first): four of the compounds above.
Under each structure – UbGFP stabilizer, HBB splice mod, Rhodamine fluor, 4MU fluor, Hsp90 Hop PPI, HADH2 inhib, DNA Pol III inh, GFP derepression, Fluorescein autfl, Texas Red fluor, 15-hLO inh
> O=C(C1CCC(CNS(=O)(=O)c2cccs2)CC1)N1CCCCC1 (stereo unspecified)
→ 11%, -1.5%, i, i, -5%, 8%, 5%, 2%, i, i, -11%
> CCOc1cc(NC(=O)C2CCCO2)c(OCC)cc1NC(=O)C1CC1 (stereo unspecified)
→ -3%, ., i, i, -2%, -6%, -2%, 1%, i, ?, 9%
> COc1ccc(OC)c(NC(=O)C2CCN(c3nc(C)cc(C)n3)CC2)c1
→ 4%, -0.5%, i, i, -2%, 2%, -2%, -1%, i, i, -5%
> COc1ccc(C2c3c(oc4ccccc4c3=O)C(=O)N2c2ccc(C)cn2)cc1OC (stereo unspecified)
→ 9%, -0.5%, ., ., -9%, 4%, 0%, 0%, ., ., 1%

Not all compounds are listed. The share of hits here may be higher or lower than overall.
